High-throughput results as filed in PubChem.
EBV LMP1 NFkB – inhibitors of Epstein-Barr LMP1-induced NF-kappaB reporter | actives 0.69% (n = 350,000) | LMP1-induced NF-kappaB luciferase reporter cells, luminescence | AID 504558 | inhibition, % at 12.5 µM; in the data active = inhibition above about 41%;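 note: 0% = neutral control wells and 100% = reference inhibitor control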
TWEAK Fn14 block – blocks TWEAK-Fn14 interaction in a reporter cell assay; TWEAK-stimulated Fn14 reporter cells, luciferase luminescence, 8 h; inhibition, % at 10 µM; actives 2% (n = 360,000); AID 1159606; in the data active = inhibition above about 50%
C8 TRAIL sens – sensitizes caspase-8 expressing cells to TRAIL | actives 1% (n = 360,000) | NB7+C8 cells + TRAIL, ATPlite viability luminescence | inhibition (viability loss, TRAIL sensitization), % at 10 µM;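 active = compounds causing at least 50% loss of cell viability in the single-dose screen, relative to plate controls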
NOD2 RIPK2 PPI – NOD2-RIPK2 protein interaction inhibition. O43353. CHO BLA complementation NOD2-RIPK2, CCF4 ratio. inhibition, % at 4.98 µM. actives 0.38% (n = 360,000); in the data active = inhibition above about 21%;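 note: 0% = vehicle only and 100% = reference blocker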
NCOA2 inhibitor – inhibits human steroid receptor coactivator 2 | inhibition, % at 9 µM | AID 651957 | actives 0.17% (n = 370,000) | HEK293 GAL4-SRC2 luciferase reporter, luminescence;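 active = inhibition above the mean inhibition of all tested compounds plus 3 SD, set per campaign, cut at about 52% in these data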;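 note: 0% = DMSO treated cells and 100% = cells given Gossypol at 36 µM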
NR2F2 inh – NR2F2 (human) inhibition, primary screen | P24468 | HEK293T NGFI-A luciferase reporter, luminescence | inhibition, % at 8.6 µM | actives 0.7% (n = 370,000) | AID 686940;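 active = inhibition above a per-plate cutoff, mean inhibition of test wells between control levels plus 3 SD, cut at about 38% in these data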;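 note: cells cotransfected with COUP-TFII expression vector driving the NGFI-A reporter; 0% = median of COUP-TF2 test wells and 100% = reporter-only cells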
Target sequence (P24468 whole entry, looked up): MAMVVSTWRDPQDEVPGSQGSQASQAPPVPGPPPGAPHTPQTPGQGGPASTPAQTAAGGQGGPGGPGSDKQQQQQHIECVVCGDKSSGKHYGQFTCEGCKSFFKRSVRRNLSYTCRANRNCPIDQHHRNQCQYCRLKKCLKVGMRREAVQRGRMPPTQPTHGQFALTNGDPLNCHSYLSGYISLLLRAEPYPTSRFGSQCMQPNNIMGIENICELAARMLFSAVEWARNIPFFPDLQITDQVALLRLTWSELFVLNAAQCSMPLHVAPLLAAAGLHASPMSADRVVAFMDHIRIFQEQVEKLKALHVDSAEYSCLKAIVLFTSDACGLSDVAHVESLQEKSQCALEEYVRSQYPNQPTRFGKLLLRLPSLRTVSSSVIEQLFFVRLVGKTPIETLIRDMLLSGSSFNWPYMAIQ
NCOA3 inh – inhibits human SRC3 coactivator | Q9Y6Q9 | HEK293 GAL4-SRC3 luciferase reporter, luminescence | inhibition, % at 3.6 µM | actives 0.17% (n = 360,000) | AID 588352;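 active = inhibition above a per-campaign cutoff, the mean of all compounds plus 3 SD, cut at about 60% in these data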;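 note: 0% = DMSO-treated cells and 100% = gossypol-treated cells at 36 µM; higher means less SRC3-driven luciferase light from the GAL4 reporter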
TROY signal inh – TROY signaling inhibition | Q293 LMP1-TROYcd NF-kB luciferase reporter, 4 h | inhibition, % at 10 µM | actives 0.98% (n = 360,000) | AID 1347056;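 active = compounds whose plate-normalised and pattern-corrected inhibition of the luciferase reporter signal at the single screening dose is 50% or more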
NCOA1 inh – inhibits human SRC1 coactivator. Q15788. HEK293 GAL4-SRC1 luciferase reporter, luminescence. actives 0.12% (n = 360,000). inhibition, % at 3.6 µM;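 active = inhibition above the campaign mean plus 3 SD, with each screening campaign given its own cutoff, cut at about 60% in these data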;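 note: 0% = DMSO treated cells and 100% = gossypol at 36 µM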
TLR9-MyD88 block – TLR9-MyD88 interaction inhibition; CHO BLA complementation TLR9-MyD88, CCF4 FRET ratio; AID 504734; actives 0.21% (n = 340,000); inhibition, % at 4.98 µM;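 active = inhibition above the mean over all tested compounds plus 3 SD, cut at about 21% in these data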;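 note: 0% = DMSO only wells and 100% = clavulanate BLA inhibitor control wells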
NR5A2 inv ag – inverse agonists of human LRH-1 (NR5A2). actives 0.13% (n = 360,000). O00482. HEK293T StAR-luciferase reporter, LRH-1 transfected, 24 h. inhibition, % at 3.6 µM;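 active = inhibition above the mean inhibition of all tested compounds plus 3 SD, cut at about 73% in these data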;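 note: 0% = DMSO wells and 100% = reporter-only cells lacking LRH-1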
Target sequence (O00482 whole entry, looked up): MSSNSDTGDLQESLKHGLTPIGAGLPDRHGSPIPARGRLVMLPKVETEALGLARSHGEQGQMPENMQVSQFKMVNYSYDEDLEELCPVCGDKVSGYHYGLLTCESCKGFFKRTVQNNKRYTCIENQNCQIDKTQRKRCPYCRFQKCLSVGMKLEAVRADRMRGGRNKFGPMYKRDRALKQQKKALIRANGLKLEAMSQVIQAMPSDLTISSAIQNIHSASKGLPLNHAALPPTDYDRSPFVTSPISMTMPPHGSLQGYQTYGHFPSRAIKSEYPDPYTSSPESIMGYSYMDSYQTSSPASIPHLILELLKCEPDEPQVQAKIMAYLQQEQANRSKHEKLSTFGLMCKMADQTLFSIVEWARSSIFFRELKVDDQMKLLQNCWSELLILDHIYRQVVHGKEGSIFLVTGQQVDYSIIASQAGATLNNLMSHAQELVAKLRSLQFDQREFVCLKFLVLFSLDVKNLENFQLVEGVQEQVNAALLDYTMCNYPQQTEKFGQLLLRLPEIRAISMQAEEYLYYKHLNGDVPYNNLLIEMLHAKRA
An asterisk follows results filed as active. An excerpt; the hit share may differ from the screen's.

`C/C(=N\NC(=O)Cc1ccccc1)c1ccc(Br)s1` gave EBV LMP1 NFkB -3, TWEAK Fn14 block 8, C8 TRAIL sens -4, NOD2 RIPK2 PPI 1, NCOA2 inhibitor -15, NR2F2 inh -17, NCOA3 inh -6, TROY signal inh -9, NCOA1 inh -18, TLR9-MyD88 block -3 and NR5A2 inv ag 8.
Screening O=CN1CCCN(Cc2nc(-c3cccc(Cl)c3)no2)CC1 returned EBV LMP1 NFkB 2, TWEAK Fn14 block -2, C8 TRAIL sens 1, NOD2 RIPK2 PPI -1, NCOA2 inhibitor 12, NR2F2 inh -6, NCOA3 inh 1, TROY signal inh 12, NCOA1 inh -10, TLR9-MyD88 block 1 and NR5A2 inv ag -11.
Screening O=C(COc1coc(CN2CCN(c3cccc(Cl)c3)CC2)cc1=O)NC1CCCC1 returned EBV LMP1 NFkB 5, TWEAK Fn14 block -3, C8 TRAIL sens -1, NOD2 RIPK2 PPI 2, NCOA2 inhibitor 9, NR2F2 inh 1, NCOA3 inh -15, TROY signal inh 4, NCOA1 inh 2, TLR9-MyD88 block -2 and NR5A2 inv ag 16.
For O=C(Nc1ccc2c(c1)OCCO2)C1CCN(S(=O)(=O)c2ccc(Br)s2)CC1 the results were EBV LMP1 NFkB -5, TWEAK Fn14 block 51*, C8 TRAIL sens 8, NOD2 RIPK2 PPI -3, NCOA3 inh -1, TROY signal inh 19, NCOA1 inh -2, TLR9-MyD88 block 3 and NR5A2 inv ag -12.
`Cc1oc2cc(O)ccc2c(=O)c1-c1cnn(-c2ccccc2)c1` gave EBV LMP1 NFkB -3, TWEAK Fn14 block -4, C8 TRAIL sens -4, NOD2 RIPK2 PPI -1, NCOA2 inhibitor -32, NR2F2 inh -14, NCOA3 inh 8, TROY signal inh -11, NCOA1 inh -15, TLR9-MyD88 block 8 and NR5A2 inv ag -15.
Screening CCc1nnc(NS(=O)(=O)c2ccc(NC(=S)NC(=O)c3ccc(F)cc3)cc2)s1 returned EBV LMP1 NFkB -3, TWEAK Fn14 block 9, C8 TRAIL sens 34, NOD2 RIPK2 PPI -4, NCOA2 inhibitor 21, NR2F2 inh 15, NCOA3 inh 24, TROY signal inh -3, NCOA1 inh 7, TLR9-MyD88 block -4 and NR5A2 inv ag 8.
CCCCN(CC)CCCNC(=O)c1cn(CC(C)C)c(=O)c2c1c1ccccc1n2C was read as EBV LMP1 NFkB -3, TWEAK Fn14 block 17, C8 TRAIL sens 11, NOD2 RIPK2 PPI -5, NCOA2 inhibitor 7, NR2F2 inh -14, NCOA3 inh -14, TROY signal inh 23, NCOA1 inh -48, TLR9-MyD88 block -2 and NR5A2 inv ag -22.
For COc1ccc(OCCC(=O)N2CCN(C)CC2)cc1 the results were EBV LMP1 NFkB -4, TWEAK Fn14 block -7, C8 TRAIL sens -1, NOD2 RIPK2 PPI -3, NCOA2 inhibitor -10, NR2F2 inh 10, NCOA3 inh 3, TROY signal inh -3, NCOA1 inh -2, TLR9-MyD88 block 13 and NR5A2 inv ag 8.
`Cc1ccc(Cl)cc1NS(=O)(=O)c1c(C)[nH]c(=O)[nH]c1=O` gave EBV LMP1 NFkB 13, TWEAK Fn14 block -1, C8 TRAIL sens 2, NOD2 RIPK2 PPI 4, NCOA2 inhibitor -12, NR2F2 inh 2, NCOA3 inh 0, TROY signal inh -9, NCOA1 inh -2, TLR9-MyD88 block -3 and NR5A2 inv ag -4.
O=C(CCS(=O)(=O)c1ccc(Br)cc1)NCc1cccs1 was read as EBV LMP1 NFkB 6, TWEAK Fn14 block 17, C8 TRAIL sens -6, NOD2 RIPK2 PPI 2, NCOA2 inhibitor 6, NR2F2 inh 14, NCOA3 inh -2, TROY signal inh 0, NCOA1 inh -11, TLR9-MyD88 block 1 and NR5A2 inv ag 6.
C=C1C(=O)O[C@H]2[C@H]1[C@@H](O)CC(=C)[C@@H]1CC(=O)[C@@H](C)[C@H]21 was read as EBV LMP1 NFkB 39, TWEAK Fn14 block 43, C8 TRAIL sens 30, NOD2 RIPK2 PPI -9, NCOA3 inh -42, TROY signal inh 18, NCOA1 inh -12, TLR9-MyD88 block -5 and NR5A2 inv ag 0.
For O=C(NC1CCCCC1)N(CCO)Cc1cc2cc3c(cc2[nH]c1=O)OCCO3 the results were EBV LMP1 NFkB -3, TWEAK Fn14 block -14, C8 TRAIL sens 4, NOD2 RIPK2 PPI -3, NCOA2 inhibitor -21, NR2F2 inh -15, NCOA3 inh 8, TROY signal inh 0, NCOA1 inh 1, TLR9-MyD88 block -3 and NR5A2 inv ag -9.
Screening CC(=O)n1cc(CO)c2ccccc21 returned EBV LMP1 NFkB -8, TWEAK Fn14 block 1, C8 TRAIL sens -15, NOD2 RIPK2 PPI 8, NCOA2 inhibitor 1, NR2F2 inh 4, NCOA3 inh 6, TROY signal inh 6, NCOA1 inh -7, TLR9-MyD88 block -22 and NR5A2 inv ag -22.
Screening COCC(=O)Nc1nnc(SCC(=O)NCc2cccs2)s1 returned EBV LMP1 NFkB -9, TWEAK Fn14 block -31, C8 TRAIL sens 10, NOD2 RIPK2 PPI -3, NCOA2 inhibitor 14, NR2F2 inh -20, NCOA3 inh 9, TROY signal inh -2, NCOA1 inh 8, TLR9-MyD88 block 0 and NR5A2 inv ag -13.
Screening O=C(NC1CC1)c1cccc(NC(=O)c2cc(S(=O)(=O)N3CCOCC3)ccc2Cl)c1 returned EBV LMP1 NFkB 2, TWEAK Fn14 block -23, C8 TRAIL sens 14, NOD2 RIPK2 PPI -6, NCOA2 inhibitor -7, NR2F2 inh -20, NCOA3 inh 8, TROY signal inh -1, NCOA1 inh 11, TLR9-MyD88 block -11 and NR5A2 inv ag 21.
`COc1ccc2oc(C(=O)Nc3ccc(C)cn3)c(C)c2c1` gave EBV LMP1 NFkB -11, TWEAK Fn14 block 11, C8 TRAIL sens 33, NOD2 RIPK2 PPI 1, NCOA2 inhibitor -20, NR2F2 inh -26, NCOA3 inh -70, TROY signal inh -47, NCOA1 inh -109, TLR9-MyD88 block 0 and NR5A2 inv ag -97.
`O=c1[nH]cnc2scc(-c3ccsc3)c12` gave EBV LMP1 NFkB -1, TWEAK Fn14 block 12, C8 TRAIL sens -15, NOD2 RIPK2 PPI -4, NCOA2 inhibitor 5, NR2F2 inh -3, NCOA3 inh 0, TROY signal inh 9, NCOA1 inh 5, TLR9-MyD88 block -10 and NR5A2 inv ag -6.
CCC(C(=O)Nc1nccs1)(C(F)(F)F)C(F)(F)F was read as EBV LMP1 NFkB 5, TWEAK Fn14 block -2, C8 TRAIL sens -14, NOD2 RIPK2 PPI -18, NCOA2 inhibitor -1, NR2F2 inh 7, NCOA3 inh 6, TROY signal inh 11, NCOA1 inh 6, TLR9-MyD88 block -2 and NR5A2 inv ag 14.
Screening CCSc1nc2ccc(C)cc2cc1C#N returned EBV LMP1 NFkB -3, TWEAK Fn14 block -6, C8 TRAIL sens -2, NOD2 RIPK2 PPI -1, NCOA2 inhibitor -12, NR2F2 inh 5, NCOA3 inh 10, TROY signal inh -33, NCOA1 inh 15, TLR9-MyD88 block 5 and NR5A2 inv ag 32.
Screening O=C(c1cn(-c2ccccc2)nc1-c1cccs1)N1CCN(c2ccc(F)cc2)CC1 returned EBV LMP1 NFkB 2, TWEAK Fn14 block 31, C8 TRAIL sens -4, NOD2 RIPK2 PPI 4, NCOA2 inhibitor -27, NR2F2 inh 19, NCOA3 inh 15, TROY signal inh 8, NCOA1 inh -7, TLR9-MyD88 block 3 and NR5A2 inv ag 13.
O=C(O)CCCCCNC(=O)OCC1c2ccccc2-c2ccccc21 was read as EBV LMP1 NFkB 3, TWEAK Fn14 block -29, C8 TRAIL sens -7, NOD2 RIPK2 PPI -11, NCOA2 inhibitor 1, NR2F2 inh 26, NCOA3 inh -12, TROY signal inh -6, NCOA1 inh -60, TLR9-MyD88 block -9 and NR5A2 inv ag 8.
CCCCN1C(=N)N([C@@H](CCC)CN2CCC[C@H]2CN2C(N)=NC[C@H]2C(C)C)C[C@H]1[C@H](C)CC was read as EBV LMP1 NFkB 9, TWEAK Fn14 block -4, C8 TRAIL sens 0, NOD2 RIPK2 PPI 1, NCOA2 inhibitor -14, NR2F2 inh -18, NCOA3 inh 12, TROY signal inh -4, NCOA1 inh -11, TLR9-MyD88 block -14 and NR5A2 inv ag 12.
COc1ccc(C2CC(=O)C(C=NCCN3CCOCC3)=C(O)C2)cc1 (configuration not stated) was read as EBV LMP1 NFkB -9, TWEAK Fn14 block 11, C8 TRAIL sens 0, NOD2 RIPK2 PPI -2, NCOA2 inhibitor -10, NR2F2 inh -2, NCOA3 inh 11, TROY signal inh 10, NCOA1 inh 0, TLR9-MyD88 block 2 and NR5A2 inv ag 13.
`COc1ccc(S(=O)(=O)N2CCOCC2)cc1NC(=O)/C=C/c1ccccc1` gave EBV LMP1 NFkB 1, TWEAK Fn14 block 2, C8 TRAIL sens 7, NOD2 RIPK2 PPI 2, NCOA2 inhibitor 2, NR2F2 inh -20, NCOA3 inh -37, TROY signal inh -4, NCOA1 inh -5, TLR9-MyD88 block 0 and NR5A2 inv ag 11.
Cc1ccc(NC(=O)CN(C)C(=O)CSc2nncn2C)cc1 was read as EBV LMP1 NFkB 4, TWEAK Fn14 block 10, C8 TRAIL sens 3, NOD2 RIPK2 PPI 3, NCOA2 inhibitor -25, NR2F2 inh 9, NCOA3 inh 7, TROY signal inh 9, NCOA1 inh -5, TLR9-MyD88 block -9 and NR5A2 inv ag -6.
Screening CCCNS(=O)(=O)c1ccc(OCC(=O)N2CCC(C(=O)OCC)CC2)cc1 returned EBV LMP1 NFkB -12, TWEAK Fn14 block 20, C8 TRAIL sens -3, NOD2 RIPK2 PPI -3, NCOA2 inhibitor 5, NR2F2 inh 3, NCOA3 inh -11, TROY signal inh 2, NCOA1 inh -2, TLR9-MyD88 block 7 and NR5A2 inv ag 20.
`CN=C(Nc1cccc(Cl)c1)SC1CC(=O)N(c2ccc(OC)cc2)C1=O` (configuration not stated) gave EBV LMP1 NFkB -6, TWEAK Fn14 block -1, C8 TRAIL sens -4, NOD2 RIPK2 PPI -8, NCOA2 inhibitor 8, NR2F2 inh 15, NCOA3 inh 12, TROY signal inh 7, NCOA1 inh 10 and NR5A2 inv ag 11.
Screening COc1cc(OC)cc(-c2c(Sc3ccccc3)c3cc(-c4ccc(OC)c(F)c4)ccc3n2C)c1 returned TWEAK Fn14 block 21, C8 TRAIL sens 31, NOD2 RIPK2 PPI -3, NCOA2 inhibitor 7, NR2F2 inh -5, TROY signal inh -7 and NR5A2 inv ag 4.
`Cc1cccc(/C=N/NC(=O)c2cccc(NC(=O)c3ccccc3)c2)n1` gave EBV LMP1 NFkB -1, TWEAK Fn14 block 7, C8 TRAIL sens 16, NOD2 RIPK2 PPI 9, NCOA2 inhibitor 5, NR2F2 inh 0, NCOA3 inh -15, TROY signal inh -29, NCOA1 inh -10, TLR9-MyD88 block -5 and NR5A2 inv ag 13.
